DAT uptake mod = modulates human dopamine transporter uptake under cocaine; B-score at 10 µM; AID 449768; LLC-PK1 hDAT cells, [14C]-dopamine uptake with cocaine IC80; actives deviate in either direction; 1.3% of 110,000 active; Q01959;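 active = Z score or B-score, a plate-position-corrected score, falls beyond the plate's 99.7% confidence bounds, in either direction; inactive = both scores lie inside the 99.7% bounds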;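 also: scored against the spread of the other compound wells on the same plate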
Target sequence (Q01959 whole entry, looked up): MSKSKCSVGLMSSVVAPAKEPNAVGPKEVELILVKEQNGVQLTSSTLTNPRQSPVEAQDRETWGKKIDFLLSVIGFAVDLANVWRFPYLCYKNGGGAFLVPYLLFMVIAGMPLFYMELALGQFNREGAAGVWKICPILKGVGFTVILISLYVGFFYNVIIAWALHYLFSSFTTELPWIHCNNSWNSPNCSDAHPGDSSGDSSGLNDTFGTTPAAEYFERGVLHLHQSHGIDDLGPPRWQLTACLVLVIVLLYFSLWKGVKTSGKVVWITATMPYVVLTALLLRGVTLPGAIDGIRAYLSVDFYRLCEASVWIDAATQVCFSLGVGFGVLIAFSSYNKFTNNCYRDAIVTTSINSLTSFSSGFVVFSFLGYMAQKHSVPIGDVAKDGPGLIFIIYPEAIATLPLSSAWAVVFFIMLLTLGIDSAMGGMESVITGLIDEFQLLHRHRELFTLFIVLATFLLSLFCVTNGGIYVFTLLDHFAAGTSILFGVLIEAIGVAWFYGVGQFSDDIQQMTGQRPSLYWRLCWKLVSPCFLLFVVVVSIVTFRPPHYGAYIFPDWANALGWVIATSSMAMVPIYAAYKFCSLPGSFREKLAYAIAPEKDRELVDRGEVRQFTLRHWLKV
Ecoli WT expand = blocks growth of wild type E. coli BW25113; OD600 absorbance; growth inhibition, % at 100 µM; 0.15% of 98,000 active; AID 710;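 active = growth inhibition above about 50% at one test dose, limit read from the data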;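 also: growth measured after 20 h incubation at 37 °C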
Starred values were filed as active, the others as inactive.

SMILES	DAT uptake mod	Ecoli WT expand
Cn1c(C(=O)N2CCc3ccccc3C2)cc2oc3ccccc3c21	0.89	-22
Cc1cc(Nc2cc(F)ccc2C)n2ncnc2n1	-0.75	0
O=C1Nc2ccccc2C(O)(C(=O)NC2CC2)N1c1ccc(Cl)c(Cl)c1 (stereo not drawn)	0.22	5
CC(=O)N1c2c(cc(Br)cc2S(=O)(=O)NCc2cccnc2)CC1C (stereo not drawn)	-0.51	1
O=C(CSc1nc2ccccc2s1)Nc1ncccn1	-0.17	1
C=C(C)Cn1c(CNC(C)=O)nc2ccccc21	0.083	1
CC(=O)Nc1nonc1-n1nnc(C(=O)NCc2ccccc2)c1C	-0.31	0
CCOC(=O)c1c(C)[nH]c(NC(=O)N2CCOCC2)c1C	-0.26	6
CC1CCN(C(=O)c2ccccc2NC(=O)c2cccc(S(=O)(=O)N3CCOCC3)c2)CC1	1.3	6
O=C(CSC1CCCCC1)N1CCN(c2ccccc2)CC1	-1.2	10
Cc1ccccc1NC(=O)CC1SC(=NC2CCCCC2)NC1=O (stereo not drawn)	0.086	6
Cc1cc(C)n(-c2ccc(C(=O)OCC(=O)c3c(N)n(C)c(=O)n(C)c3=O)cc2)n1	0.31	-4
CCOc1ccc(-n2c(SCC(=O)Nc3nccs3)nc3c(c2=O)SCC3)cc1	1.9	-10
COC(=O)c1cn(C(C)C(=O)NCc2ccco2)c2ccccc12 (stereo not drawn)	-0.46	-11
Cc1ccc(NC(=O)C2CCN(S(=O)(=O)c3cnc[nH]3)CC2)nc1	-0.96	-1
O=C(c1cc(-c2cccc(O)c2)on1)N1CCOCC1	-0.35	0
N#CC1=C(N)N2C(=C(C#N)C13CCCCC3)SC1CCCCC12O (stereo not drawn)	0.22	-5
CCC(=O)NC(c1ccccc1)c1nc2ccccc2[nH]1 (stereo not drawn)	-0.7	10
C=CCOC(=O)C(C#N)c1nc2ccccc2nc1N1CCN(Cc2ccccc2)CC1 (stereo not drawn)	0.082	-8
CCCCN(CCCNC(=O)CN1C(=O)COc2ccccc21)c1ccccc1	0.54	1
COc1ccc(Cc2nc(-c3ccc(Br)cc3)no2)cc1	-0.9	-1
O=C(NCc1ccc(N2CCCC2=O)cc1)c1cn(Cc2ccccc2)nn1	1.2	2
CCCNC(=O)Cn1cnc2sc(C(=O)N3CCN(CCC)CC3)c(C)c2c1=O	0.014	2
O=S(=O)(c1ccc(Cl)s1)N1CCN(Cc2ccccc2)CC1	0.66	8
CCCc1cc(C(=O)NC2CCCCC2)no1	0.44	13
O=C(NCc1cn2ccccc2n1)c1ccccc1	0.043	12
CN1CCCC(OC(=O)c2cc(Cl)ccc2Cl)C1 (stereo not drawn)	0.89	1
CCOc1cccc(OCCOCCN2CCCC2)c1	-0.88	-7
CCS(=O)(=O)N1CCN(C(=O)c2cccc(OC)c2)CC1	0.34	-4
O=C(O)CCCC(=O)N(Cc1ccccc1)Cc1ccccc1	0.54	1
COc1cccc(Cn2c(Oc3ccccc3)nc3c2c(=O)n(C)c(=O)n3C)c1	0.61	4
CCCc1c(O)nc(SCCN(CCC)CCC)[nH]c1=O	-0.78	-7
COc1ccc2ccccc2c1CN1CCCC(CO)C1 (stereo not drawn)	-0.053	2
COc1cccc(Cn2c(=S)[nH]c3ccc(N4CCOCC4)cc3c2=O)c1	-0.14	3
Cc1ccc(Cn2ccc(NC(=O)c3cc(-c4cccs4)on3)n2)cc1	-1	-18
Cn1c(=O)n(Cc2ccccc2)c2ccccc21	0.0092	5
O=C(Cc1c(O)c2ccccc2[nH]c1=O)NCc1cccc(F)c1	0.47	-7
CCN(CC)S(=O)(=O)c1ccc(C(=O)N2CCN=C2SC)cc1	-0.041	3
O=S(=O)(NC1CCCc2ccccc21)c1cnc[nH]1 (stereo not drawn)	0.033	3
CCN(CC)S(=O)(=O)C1CCS(=O)(=O)C1 (stereo not drawn)	0.34	-1
N=C1C(c2ccccc2)=C(O)CN1c1ccccc1N1CCOCC1	-0.32	-8
Cc1ccc(-n2nc(-c3ccc(N)cc3)cc2N)cc1	-0.025	8
CCOC(=O)CNC(=O)Nc1nnc(-c2ccc(OCC)cc2)o1	0.027	-9
COc1ccc(N/C=C2\CCOC2=O)cc1	-0.9	4
CCOC(=O)N1CCN(C(=O)c2c(-c3ccccc3)noc2C)CC1	-0.72	3
Cc1ccc(-n2c(SCC(=O)NC3CCCCC3)nc3c(c2=O)SCC3)cc1	0.63	-10
CC(=O)N1CCCc2cc(S(=O)(=O)N(CC(C)C)CC(C)C)ccc21	-0.23	0
CC(=O)N1CCC2(CC1)C(C#N)=C(N)Oc1c2sc2nc(C)cc(C)c12	-0.8	-10
COC(=O)c1ccc(C(=O)Nc2ccc(N)cc2N)cc1	-1.9	1
CCCNS(=O)(=O)c1cc(Br)cc2c1N(C(=O)CC)CC2	0.81	2
O=C(NCc1ccccn1)c1ccc2ccccc2n1	0.05	0
CCOC(=O)C1CCCN(C(=O)Cn2cnc3c2c(=O)n(C)c(=O)n3C)C1 (stereo not drawn)	-0.6	-1
CCCN1CCN(CCCNC(=O)Cn2cc3c(n2)CCCC3)CC1	0.039	-1
CCCN1CCN(C(=O)Cn2c(=O)oc3cc(S(=O)(=O)NCc4ccccc4)ccc32)CC1	-0.076	7
N#Cc1nn(-c2ccccc2)nc1N1CCCCC1	1.2	-3
Cn1nnnc1Sc1ncnc2scc(-c3ccccc3)c12	-1.1	-3
CN(C)CCNC(=O)c1cc2cc(Br)ccc2oc1=O	-0.0014	8
O=c1c2ccccc2ncn1Cc1nc2ccccc2s1	0.49	4
CCc1ccc(S(=O)(=O)NCc2cn3ccsc3n2)s1	-1.1	1
CC1CCN(C(=O)c2cccc(S(=O)(=O)N3CCCCC3)c2)CC1	0.3	4
The list goes on.
SMILES	DAT uptake mod	Ecoli WT expand
COc1ccc(S(=O)(=O)Cc2ccc(C(=O)N3CCN(Cc4ccccc4)CC3)o2)cc1	0.64	2
OCCOCCNc1ncnc2nc[nH]c12	-0.92	4
COC(=O)c1cc(-c2ccccc2)n(CC(=O)O)c1C	-0.029	-6
Cc1csc(NC(=O)CSc2nnc(Cc3cccn3C)n2CCc2ccccc2)n1	0.0079	5
CCc1nnc(NC(=O)CSc2nnc(-c3cc4ccccc4cc3O)n2CC)s1	0.89	2
O=C(Nc1ccc(NC(=O)C2CCCN2C(=O)OCc2ccccc2)cc1)c1ccco1 (stereo not drawn)	-1.1	-8
CC(=O)Nc1cccc(NC(=O)c2sc3ncn(CC(=O)N4CCCCC4)c(=O)c3c2C)c1	0.34	1
O=C(CSc1cccc(C(F)(F)F)c1)NC(=O)NCc1ccco1	-0.47	4
Cc1ccc2nc(S(=O)(=O)O)[nH]c2c1	0.16	4
Cc1ccc(N2CC(C(=O)NCC3CCCO3)CC2=O)cc1Cl (stereo not drawn)	0.066	5
CCOC(=O)C1=C(c2ccccc2)Nc2ncnn2C1c1cc(OC)cc(OC)c1OC (stereo not drawn)	-0.0023	4
O/N=C1/CC/C(=N\O)c2nn(-c3ccccc3)nc21	-8*	8
O=C(Nc1ccccc1C(F)(F)F)N1CCN(c2ccc3nnc(-c4ccc(F)cc4)n3n2)CC1	1.8	0
CCS(=O)(=O)N1CCN(c2nc(-c3ccccc3)cs2)CC1	1.6	-1
COc1ccccc1-c1cc2nc(C)c(CCC(=O)NCc3ccco3)c(C)n2n1	0.7	-6

21 of the compounds above, as a markdown table.
| compound | DAT uptake mod | Ecoli WT expand |
| --- | --- | --- |
| N#Cc1nn(-c2ccccc2)nc1N1CCCCC1 | 1.2 | -3 |
| Cn1nnnc1Sc1ncnc2scc(-c3ccccc3)c12 | -1.1 | -3 |
| CN(C)CCNC(=O)c1cc2cc(Br)ccc2oc1=O | -0.0014 | 8 |
| O=c1c2ccccc2ncn1Cc1nc2ccccc2s1 | 0.49 | 4 |
| CCc1ccc(S(=O)(=O)NCc2cn3ccsc3n2)s1 | -1.1 | 1 |
| CC1CCN(C(=O)c2cccc(S(=O)(=O)N3CCCCC3)c2)CC1 | 0.3 | 4 |
| COc1ccc(S(=O)(=O)Cc2ccc(C(=O)N3CCN(Cc4ccccc4)CC3)o2)cc1 | 0.64 | 2 |
| OCCOCCNc1ncnc2nc[nH]c12 | -0.92 | 4 |
| COC(=O)c1cc(-c2ccccc2)n(CC(=O)O)c1C | -0.029 | -6 |
| Cc1csc(NC(=O)CSc2nnc(Cc3cccn3C)n2CCc2ccccc2)n1 | 0.0079 | 5 |
| CCc1nnc(NC(=O)CSc2nnc(-c3cc4ccccc4cc3O)n2CC)s1 | 0.89 | 2 |
| O=C(Nc1ccc(NC(=O)C2CCCN2C(=O)OCc2ccccc2)cc1)c1ccco1 (stereo not drawn) | -1.1 | -8 |
| CC(=O)Nc1cccc(NC(=O)c2sc3ncn(CC(=O)N4CCCCC4)c(=O)c3c2C)c1 | 0.34 | 1 |
| O=C(CSc1cccc(C(F)(F)F)c1)NC(=O)NCc1ccco1 | -0.47 | 4 |
| Cc1ccc2nc(S(=O)(=O)O)[nH]c2c1 | 0.16 | 4 |
| Cc1ccc(N2CC(C(=O)NCC3CCCO3)CC2=O)cc1Cl (stereo not drawn) | 0.066 | 5 |
| CCOC(=O)C1=C(c2ccccc2)Nc2ncnn2C1c1cc(OC)cc(OC)c1OC (stereo not drawn) | -0.0023 | 4 |
| O/N=C1/CC/C(=N\O)c2nn(-c3ccccc3)nc21 | -8* | 8 |
| O=C(Nc1ccccc1C(F)(F)F)N1CCN(c2ccc3nnc(-c4ccc(F)cc4)n3n2)CC1 | 1.8 | 0 |
| CCS(=O)(=O)N1CCN(c2nc(-c3ccccc3)cs2)CC1 | 1.6 | -1 |
| COc1ccccc1-c1cc2nc(C)c(CCC(=O)NCc3ccco3)c(C)n2n1 | 0.7 | -6 |

Continuation:
SMILES	DAT uptake mod	Ecoli WT expand
O=C(CSc1nc2ccccc2c(=O)n1CC1CCCCC1)N1CCOCC1	0.49	2
O=C(Nc1ccccc1)c1cccnc1N1CCOCC1	-1.2	1
C#CCNc1nc(C(C)C)nc2c1nnn2Cc1ccccc1F	-0.69	2
COC(=O)COc1ccc(S(=O)(=O)N2CCOCC2)cc1	0.75	2
CCN1CCCC1CNCc1ccc(Cl)cc1Cl (stereo not drawn)	-1	11
COc1ccc(Cn2nnnc2CN2CCC(c3nc4ccccc4s3)CC2)cc1	-0.15	-9
COCCOC(=O)c1[nH]c2c(c1C)C(=O)CC(c1cc(OC)ccc1OC)C2 (stereo not drawn)	-0.045	0
Cc1ccc2[nH]c(=O)c(CN(Cc3cccs3)Cc3nnnn3Cc3ccccc3)cc2c1	0.029	-13
c1csc(-c2nnsc2-c2nc3ccccc3[nH]2)c1	-0.61	-9
COCCN(Cc1cc2ccccc2[nH]c1=O)C(=O)c1ccccc1OC	0.61	-3
Cc1cccc(CS(=O)(=O)Cc2ccc(C(=O)NCCN3CCCCC3C)o2)c1 (stereo not drawn)	0.0063	-2
CCOCCn1c(SCCc2ccccc2)nc2c1c(=O)[nH]c(=O)n2C	-0.0081	-9
CCCCCOc1ccc(C(=O)N(Cc2ccco2)C2CCS(=O)(=O)C2)cc1 (stereo not drawn)	-0.037	-7
CC(C)NS(=O)(=O)c1ccc(CCC(=O)NCc2ccco2)cc1	-0.56	2
COc1ccc(-c2cnn(-c3ccccc3)c2N)cc1OC	-0.013	-3
COc1cc(C)nc(Oc2ccc(/C=N/O)cc2)n1	-0.89	-1
Cc1ccc(Cn2nnc3c(=O)n(Cc4ccccc4C)cnc32)cc1	0.016	-2
CCN1C(=O)c2ccccc2S(=O)c2ccc(C(=O)N3CCN(C(=O)c4ccco4)CC3)cc21 (stereo not drawn)	0.62	0
OC1CCN(c2ncnc3c2nnn3Cc2c(F)cccc2Cl)CC1	0.7	5
N/C(=N\O)c1ccc(NC(=O)c2cccs2)cc1	-0.022	0
O=C(O)c1ccc(Cl)c(S(=O)(=O)N2CCCCCC2)c1	-0.54	-7
Cc1nc(N2CCN(C(=O)CCC(=O)O)CC2)c2c(C)c(C)sc2n1	0.61	0
Cc1ccc(Cn2c(=O)c3c(nc4n3CCN4Cc3ccco3)n(C)c2=O)cc1	1	-25
COc1ccc(C2CC(=O)c3cnc(NC(=O)c4ccccc4)nc3C2)cc1OC (stereo not drawn)	-0.76	-8
CNC(=O)CN1C(=O)CSc2nc(C)cc(C)c21	-0.073	8
CCOC(=O)c1c(C(=O)OCC)c(C)n(N2C(=O)CSC2=S)c1C	-1.4	-2
O=C(CSc1nnc(C2COc3ccccc3O2)o1)Nc1nccs1 (stereo not drawn)	0.49	5
Cn1c(SCC(=O)Nc2cccc(F)c2)nnc1-c1cccnc1	-0.56	11
CC(CC(=O)O)CC1=NS(=O)(=O)c2ccccc2N1 (stereo not drawn)	0.21	-1
COc1cccc(C2CC(c3ccccc3Cl)n3nnnc3N2)c1 (stereo not drawn)	-0.55	14
CCSCCOC(=O)C1=C(C)N(C)C(=O)NC1c1cc(OC)ccc1OC (stereo not drawn)	-0.053	7
C=CCc1cccc2cc(C(=O)NCc3cccnc3)c(=O)oc12	-0.83	3
Nc1nc2nccc(-c3ccc(Cl)cc3)n2n1	0.84	12
Cc1cc(C(=O)N2CCN(S(C)(=O)=O)CC2)cs1	-0.54	0
Cc1nn(C)c(C)c1S(=O)(=O)N(CC(=O)NCc1ccco1)c1ccc(C(C)C)cc1	-0.85	-12
Cc1cc(Nc2ccc(C(C)C)cc2)n2ncnc2n1	0.54	0
COc1ccc(NC(=O)c2ccco2)cc1NC(=O)c1ccco1	0.41	-6
CN(C)C(CNC(=O)c1cccs1)c1cccnc1 (stereo not drawn)	-1.3	-7
CC(C)(C)C(=O)NC(C(N)=O)=C(Cl)Cl	0.21	0
CCC(Sc1nc2n[nH]c(C)c2c(=N)n1-c1cc(Cl)ccc1C)C(=O)N1CCOCC1 (stereo not drawn)	0.35	-9
CCOC(=O)c1c(NC(=O)CSc2nnnn2C)sc(C)c1-c1ccc(C)cc1	0.15	-20
CCn1c(=O)cc(NC2=NCC(C)CN2c2cccc(Cl)c2)n(C)c1=O (stereo not drawn)	0.3	2
CC/C(=N\O)c1ccc(O)c(OC)c1	-1.2	8
CCOC(=O)C1C(=O)CC(C)(O)C(C(=O)OCC)C1c1ccco1 (stereo not drawn)	-0.17	4
COc1ccc(CCNC(=O)C2CCN(S(=O)(=O)c3cnc[nH]3)CC2)cc1OC	-0.2	-11
COC(=O)c1cc(OC)c(OC)cc1N	-0.2	-3

Source: PubChem (several laboratories)

A portion of the library. The share of hits here may be higher or lower than overall.
